BL2 CD40 inh: CD40 pathway inhibition in BL2 cells; AID 1053188; BL2 NF-kB luciferase reporter, CD40L-induced, 4 h; actives 0.94% (n = 83,000); inhibition, % at 10 µM;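 active means mean inhibition of at least 50% with a set share of replicates also reaching that level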;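 further: 0% = neutral control wells and 100% = IKK inhibitor VII at 50 µM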
* marks the source's active call; other numbers are inactive results; [ ] = remark or other dose. Some of the compounds tested. The share of hits here may be higher or lower than overall.

SMILES	BL2 CD40 inh
COc1ccc(CCNC(=O)c2cc(C3CC3)on2)cc1OC	-12
Cc1ccnc2nc(C(=O)NC3=NCCS3)nn12	4
CCCn1cc(C(CC(=O)O)C(=O)O)c2ccccc21 (stereo not drawn)	8
C[C@H]1CN([C@@H](C)CO)C(=O)c2cc(-c3cccnc3)cnc2O[C@@H]1CN(C)C(=O)Nc1ccccc1	5[25 µM]
Nc1nonc1C(=O)OCC(=O)c1ccc(Cl)cc1	6
CC1(C)C2([N+](=O)[O-])CN3CC1([N+](=O)[O-])CN(C2)C31CCCC1	9
COc1ccccc1NC(=O)Nc1nc(CC(=O)NCc2c(F)cccc2F)cs1	-12
COc1ccc(CNc2ccc(S(=O)(=O)N3CCN(C)CC3)cn2)cc1OC	1
Cc1nn(C)cc1/C=N/n1nnnc1N	-2
CC1CCCC(C(=O)O)N1C(=O)CCSC(=O)c1ccccc1 (stereo not drawn)	1
CCc1ccccc1N(C(C)=O)c1nc(CCl)cs1	4
CN(C)C(=O)c1cccc(-c2ccccc2[C@@H]2[C@H](C#N)N(C(=O)C3CC3)[C@H]2CO)c1	-15[25 µM]
COC(=O)/C=C/c1ccc2c(c1)OCO2	-4
COc1ccccc1N1CC(C(=O)Nc2ccc(S(=O)(=O)N3CCCC3)cc2)CC1=O (stereo not drawn)	8
Cc1ccc(S(=O)(=O)NC(=O)C2(C)CCN2C(=O)Cc2ccc(-c3ccccc3)cc2)cc1 (stereo not drawn)	2
Oc1ccc2ccccc2c1CNc1ccc2ccccc2c1	4
O=c1oc(-c2ccco2)nc2c1cnn2-c1ccccc1	1
OC[C@H]1[C@@H](c2ccc(-c3cncnc3)cc2)[C@@H]2CN(CC3CCOCC3)CCCCN12	-3[25 µM]
Cc1cc(NC(=O)COC(=O)COc2ccc3c(c2)CCC3)no1	7
O=C(COC(=O)C1CCC1)Nc1ccc(Oc2ccccc2)cc1	-17
Cc1nn(-c2ccccc2)c(C)c1-c1nnc(C(F)(F)F)o1	5
Cc1ccc(CNC(=O)CNC(=O)c2ccc(C(C)(C)C)cc2)n1C	1
COc1ccc(C)cc1NC(=O)CSc1nnc2ccc(-c3cccnc3)nn12	-9
O=C(C[C@@H]1C[C@@H]2c3cc(NC(=O)c4ccc5c(c4)OCO5)ccc3O[C@@H]2[C@@H](CO)O1)NCCN1CCCCC1	-5[25 µM]
O=C(NCCC1=CCCCC1)c1cc(COc2c(F)cccc2F)on1	-13

By substructure: those above containing sulfur
SMILES	BL2 CD40 inh
Cc1ccnc2nc(C(=O)NC3=NCCS3)nn12	4
COc1ccccc1NC(=O)Nc1nc(CC(=O)NCc2c(F)cccc2F)cs1	-12
COc1ccc(CNc2ccc(S(=O)(=O)N3CCN(C)CC3)cn2)cc1OC	1
CC1CCCC(C(=O)O)N1C(=O)CCSC(=O)c1ccccc1 (stereo not drawn)	1
CCc1ccccc1N(C(C)=O)c1nc(CCl)cs1	4
COc1ccccc1N1CC(C(=O)Nc2ccc(S(=O)(=O)N3CCCC3)cc2)CC1=O (stereo not drawn)	8
Cc1ccc(S(=O)(=O)NC(=O)C2(C)CCN2C(=O)Cc2ccc(-c3ccccc3)cc2)cc1 (stereo not drawn)	2
COc1ccc(C)cc1NC(=O)CSc1nnc2ccc(-c3cccnc3)nn12	-9

The listing picks up; the 4 compounds before the break are reprinted first.
SMILES	BL2 CD40 inh
Cc1ccc(CNC(=O)CNC(=O)c2ccc(C(C)(C)C)cc2)n1C	1
COc1ccc(C)cc1NC(=O)CSc1nnc2ccc(-c3cccnc3)nn12	-9
O=C(C[C@@H]1C[C@@H]2c3cc(NC(=O)c4ccc5c(c4)OCO5)ccc3O[C@@H]2[C@@H](CO)O1)NCCN1CCCCC1	-5[25 µM]
O=C(NCCC1=CCCCC1)c1cc(COc2c(F)cccc2F)on1	-13
CCCCOc1ccc(SCCCN2CCOCC2)cc1	-6
CCSCc1nc2ccccn2c1Br	0
COc1cc2c(c(OC)c1OC)-c1ccc(NCc3ccccc3)c(=O)cc1C(NC(C)=O)CC2 (stereo not drawn)	-2
COc1ccc(C(=O)Nc2cccc(-c3ccc4nncn4n3)c2)cc1OC	9
N#C[C@@H]1[C@H](c2ccccc2C2=CCCCC2)[C@@H](CO)N1C(=O)c1ccccn1	6[25 µM]
CN(Cc1ccc(C(C)(C)C)cc1)C(=O)c1ccc2c(=O)n3c(nc2c1)CCC3	4
O=C(Nc1ccc(F)cc1)N1CC(=O)N2[C@@H](CO)[C@@H](c3ccc(-c4cccc(F)c4)cc3)[C@@H]2C1	10[25 µM]
O=Nc1c2cc3ccccc3[nH]c-2c2ccccc12	-11
CCOc1ccccc1N1CC(C(=O)N(CC)C2CCS(=O)(=O)C2)CC1=O (stereo not drawn)	9
CCCS(=O)(=O)NC(=O)C1(C)CCN(C(=O)Cc2ccc3ccccc3c2)C1 (stereo not drawn)	-1
Cc1ccc(OCC(=O)O)c(O)c1	-3
O=S(=O)(Nc1ccc(-n2cnnn2)cc1)c1ccccc1F	4
COc1ccc(NC(=O)N(C)C[C@@H]2OCCCC[C@H](C)Oc3ccc(NC(=O)Nc4ccccc4)cc3C(=O)N([C@H](C)CO)C[C@@H]2C)cc1	-6
CC(=O)Nc1ccc(NS(=O)(=O)c2ccc(-c3csc(C)n3)s2)cc1	3
N#C[C@@H]1[C@H](c2ccc(-c3cccc(F)c3)cc2)[C@@H](CO)N1c1nc(-c2ccccc2)cs1	-14[25 µM]
COc1ccc(/C=C/C(=O)Nc2ccc3nc4n(c(=O)c3c2)CCCC4)cc1OC	1
C=C(C)Cn1c(CCCNC(=O)CC)nc2ccccc21	12
CC(C)NC(=O)c1cccc(Br)c1	7
COCc1cc(C)nc(SC)c1C#N	7
C[C@H]1CN([C@@H](C)CO)C(=O)CCCn2nncc2CO[C@H]1CN(C)Cc1cccnc1	-17[25 µM]
COc1ccc(S(=O)(=O)N2CCOC23CCN(C(=O)c2ccccc2OC)CC3)cc1	0
O=C(c1nc2ccccn2c1CN1CCC(Cc2ccccc2)CC1)N1CCCC1	2
COc1ccc(-c2ccc([C@@H]3[C@@H](C#N)N[C@@H]3CO)cc2)cc1	-26[25 µM]
Cc1cc(C)n(-c2nc(C(=O)O)cs2)n1	2
COc1ccccc1NC(=O)/C=C/C(=O)O	13
Additional entries.
SMILES	BL2 CD40 inh
C[C@H]1CCCCO[C@H](CN(C)C(=O)Nc2ccc3c(c2)OCO3)[C@@H](C)CN([C@@H](C)CO)C(=O)c2cc(NC(=O)Nc3ccc(C(F)(F)F)cc3)ccc2O1	-3
CCC(=O)N1[C@@H](CO)[C@@H](c2ccc(-c3cccc(OC)c3)cc2)C12CN(C(C)=O)C2	-10[25 µM]
COc1cccc(-c2ccc3n(c2=O)C[C@@H]2[C@@H](CO)[C@H](C(=O)N(C)C)N(C(=O)C4CCCC4)[C@H]32)c1	-6
COc1ccc(NC(=O)C2Cc3ccccc3CN2C(=O)c2ccccc2)cn1 (stereo not drawn)	-25
O=C(c1ccc(N2CCCC2=O)cc1)N1CCCCCC1	8
COc1ccc(OCCSc2nc(N)cc(=O)[nH]2)cc1	-12
C[C@H]1CN([C@@H](C)CO)C(=O)c2c(c3ccccc3n2C)-c2ccccc2CO[C@H]1CN(C)S(=O)(=O)c1cn(C)cn1	-1[25 µM]
CO[C@@H](CN(C)C(=O)c1cc(Cl)cc(Cl)c1)[C@@H](C)CN(C(=O)Nc1ccc(F)cc1)[C@@H](C)CO	7[25 µM]
O=C1CCC(C(=O)OCc2nnc(-c3ccc(Br)cc3)o2)=NN1	1
CCCN(C[C@H]1N[C@H](CO)[C@@H]1c1ccccc1)C(=O)COC	0[25 µM]
CSc1nc(Cl)c(Br)c(Nc2c[nH]c(=O)[nH]c2=O)n1	9
COC(=O)CCC(=O)Nc1cc(Cl)cc(Cl)c1	9
Cn1nnnc1SCc1ccc(C(=O)Nc2nccs2)cc1	-56
COc1ccc(NC(=O)c2ccc(NC(=O)COC(=O)c3cnc(C)cn3)cc2)cc1	-56
Cc1noc(/C=C/c2ccccn2)c1[N+](=O)[O-]	42*
CCCCc1nc2ccccc2n1Cc1nnc2n1-c1ccccc1SC2	8
CC(=O)N/C(=N\c1nc(C)cc(C)n1)Nc1ccc2ccccc2c1	1
CCN1/C(=C/c2sc(-c3ccccc3C)c[n+]2C)Sc2ccccc21	68*
COc1cc(OC)cc(-c2noc(-c3csc([C@H]4C[C@H](O)[C@@H](CO)O4)n3)n2)c1	-65
CCCCn1c(N)c(N(CCC(C)C)C(=O)C2CCCO2)c(=O)[nH]c1=O (stereo not drawn)	-12
CC(=O)c1sc2c(c1OC(=O)c1ccccc1)c(=O)n(-c1ccccc1)c(=S)n2-c1ccccc1	2
O=C(c1ccc2c(c1)OCO2)C1CCCN(Cc2ccc3cccc(F)c3n2)C1 (stereo not drawn)	10
COc1ccc(C(=O)OCC(=O)Nc2cccc(S(=O)(=O)NC3=NCCCCC3)c2)cc1[N+](=O)[O-]	-6
CN(C)CC(=O)N1[C@@H](CO)[C@@H](c2ccccc2)C12CN(CCC(F)(F)F)C2	-4[25 µM]
COc1cccc(-c2cc(C(=O)N3N=C(C)CC3(O)C(F)F)c3ccccc3n2)c1 (stereo not drawn)	-5
Continuation:
SMILES	BL2 CD40 inh
Cc1ccc(S(=O)(=O)NCCCNS(=O)(=O)c2ccccc2)cc1	4
O=C(CCCc1c[nH]c2ccccc12)Nc1ncccc1O	4
CN(C(=O)COC(=O)C1CCN(S(=O)(=O)c2cccs2)CC1)c1ccccc1	-2
OC(CNCc1ccccc1Cl)C(F)(F)F (stereo not drawn)	4
CN(Cc1cnn(C)c1)Cc1nc(C(c2ccccc2)c2ccccc2)no1	5
CC(C)CC1NC(=O)N(CC(=O)c2ccc3c(c2)OCCO3)C1=O (stereo not drawn)	-50
CCc1cccc(NC(=O)CC2SC(N3CCCC3)=NC2=O)c1 (stereo not drawn)	6
C[C@@H]1CN([C@@H](C)CO)S(=O)(=O)c2ccc(-c3cccc(C(=O)N(C)C)c3)cc2O[C@@H]1CN(C)C(=O)Nc1ccccc1	-5[25 µM]
Cc1onc(-c2ccccc2)c1C(=O)N1CCC(CO)(Cc2ccccc2)CC1	-7
CCc1c(C#N)sc(C(N)=O)c1CC	-3
CC(C)=CCC/C(C)=C/CC/C(C)=N/O	2
OCCn1c(Cl)nc2ccccc21	3
O=C(COc1cccc2cccnc12)NCC(F)(F)F	10
CC(C)COC(=O)N(C)C[C@@H]1OCc2ccccc2-c2c(n(C)c3ccccc23)C(=O)N([C@H](C)CO)C[C@@H]1C	3[25 µM]
Cc1ccccc1COC(=O)CN1C(=O)NC2(CCCC2)C1=O	0
CCOC(=O)c1ccc2[nH]c3c(c2c1)CCCC3O (stereo not drawn)	-39
Cc1nc(Nc2ccc3c(c2)OCCO3)c2c(C)c(C)sc2n1	-12
O=C(Nc1nnc(C2CCCO2)s1)c1cccs1 (stereo not drawn)	-41
O=C(CCc1ccccc1)NCC(c1ccco1)N1CCc2ccccc21 (stereo not drawn)	-8
COCC(=O)Nc1ccc2c(c1)[C@H]1C[C@H](CC(=O)N[C@H](C)c3ccccc3)O[C@H](CO)[C@H]1O2	-6[25 µM]
O=C(N[C@@H]1CC[C@@H](CCNC(=O)C2CCCC2)O[C@@H]1CO)c1ccccn1	1
COc1ccc(Cl)cc1NC(=O)N(C)Cc1c(C)nn(C)c1C	3
Cc1ccc(C(=O)NCC(=O)NCC(c2cccs2)N(C)C)cc1C (stereo not drawn)	-4
Cc1cc(C(=O)NC(C)C2CCCO2)cs1 (stereo not drawn)	-4
COc1ccc(S(=O)(=O)N2CCCC2CNC(=O)C(=O)Nc2cccc(F)c2)cc1 (stereo not drawn)	-2

Individual results from the entries so far.
Under BL2 CD40 inh, `CCOc1ccccc1N1CC(C(=O)N(CC)C2CCS(=O)(=O)C2)CC1=O` (stereo not drawn) reads 9
Under BL2 CD40 inh, `C[C@H]1CN([C@@H](C)CO)C(=O)c2c(c3ccccc3n2C)-c2ccccc2CO[C@H]1CN(C)S(=O)(=O)c1cn(C)cn1` reads -1[25 µM]

(list continues)
SMILES	BL2 CD40 inh
COc1ccc(CN(C)C(=O)c2cccc(S(=O)(=O)N3CCN(c4ccccc4)CC3)c2)c(OC)c1OC	15
Cc1cccc(NS(=O)(=O)c2ccc(C(=O)NCC(c3ccco3)N3CCCCC3)cc2)c1C (stereo not drawn)	20
CCCCn1c(=O)c2[nH]c(C34CC5CC(CC3C5)C4)nc2n(CCCO)c1=O	34[25 µM]
COc1ccc2c(c1OC)C(=O)N1C(C(=O)O)Cc3c([nH]c4ccccc34)C21 (stereo not drawn)	-9
CCC1CN(C(=O)Nc2cccc(C)c2)c2cc(C)ccc2O1 (stereo not drawn)	15
CC(=O)N1CCCC1C(=O)O (stereo not drawn)	9
CCCC(CCC(=O)Nc1nccs1)C(=O)O (stereo not drawn)	6
CN(C)C(=O)CCC(=O)N1CCCCC1C(=O)Nc1ccc(Oc2ccccc2F)cc1 (stereo not drawn)	-2
N#Cc1nc(COc2ccccc2)oc1N1CCC(Cc2ccccc2)CC1	1
O=C(O)c1cc(-c2ccco2)nc2ccccc12	7
O=C(CCCCCNC(=O)c1ccccc1)N/N=C/c1ccc(F)cc1	1
COc1cccc(-c2ccc3c(c2)[C@@H]2[C@@H](CCN2S(=O)(=O)c2cn(C)cn2)[C@H](CO)N3)c1	-2[25 µM]
CO/N=C/c1cccn1-c1nccc(OC)c1C#N	2
CCn1c(SCc2nc3ccccc3c(=O)[nH]2)nnc1-c1ccncc1	8
CCS(=O)(=O)N1CCN(C2CCC(C)CC2)CC1 (stereo not drawn)	4
COc1ccccc1NC(=O)c1ccc(NC(=O)COC(=O)c2cccnc2Cl)cc1	-14
O=C(Nc1ccc(Cl)cc1)N1CCCN(Cc2ccc(F)cc2)C1	2

3 of the entries above in order of their number in BL2 CD40 inh, smallest number first.
SMILES	BL2 CD40 inh
COc1ccccc1NC(=O)c1ccc(NC(=O)COC(=O)c2cccnc2Cl)cc1	-14
CCCC(CCC(=O)Nc1nccs1)C(=O)O (stereo not drawn)	6
COc1ccc(CN(C)C(=O)c2cccc(S(=O)(=O)N3CCN(c4ccccc4)CC3)c2)c(OC)c1OC	15

High-throughput results (PubChem)
